TRb SRC2 PPI = inhibitors of human thyroid hormone receptor beta-SRC2 interaction. 280,000 tested, 0.065% active. TRbeta-SRC2 peptide binding, fluorescence polarization; receptor liganded with 1 µM T3. P10828. AID 1469. Potency, µM (doses to about 106 µM), for the others: at the highest dose activity change, negative = inhibition, actives largely listed as inhibitors;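 also: plate controls were bound peptide for no effect and peptide without receptor for full effect; nearly all actives have a fitted effect of over 50% in size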
Target sequence (P10828 whole entry, looked up): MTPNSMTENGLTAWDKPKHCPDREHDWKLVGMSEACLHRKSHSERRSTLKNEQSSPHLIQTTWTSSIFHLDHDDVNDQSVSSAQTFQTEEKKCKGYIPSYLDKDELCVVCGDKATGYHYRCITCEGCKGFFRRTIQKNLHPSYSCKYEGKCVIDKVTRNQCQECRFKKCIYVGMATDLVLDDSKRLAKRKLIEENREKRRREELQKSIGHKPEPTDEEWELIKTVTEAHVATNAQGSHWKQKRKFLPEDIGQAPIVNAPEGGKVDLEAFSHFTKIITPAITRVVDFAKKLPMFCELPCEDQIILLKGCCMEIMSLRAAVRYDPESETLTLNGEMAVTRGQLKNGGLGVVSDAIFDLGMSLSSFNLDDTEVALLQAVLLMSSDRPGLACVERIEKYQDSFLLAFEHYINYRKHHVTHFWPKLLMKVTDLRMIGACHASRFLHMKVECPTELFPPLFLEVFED
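Each compound concentration gave % activity, normalized to unbound and bound Texas Red SRC2 controls, from polarization read after 5 hr ambient incubation with T3-loaded human TRb LBD.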
TR SRC2 fluor cs = Texas Red fluorescence interference in TRb-SRC2 counter-screen. TRb/SRC2 Texas Red total fluorescence interference. Potency, µM (top dose mostly 106 µM), for inactives: top-dose fluorescence change, negative = quenching. 280,000 tested, 0.29% active; active = well fitted curve in either direction with a large enough effect; inconclusive = small, poorly fitted or top-dose-only effect
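Human TRb ligand-binding domain at 0.6 uM with 20 nM Texas Red SRC2 peptide in Tris buffer containing 1 uM T3 and 5% DMSO, incubated with compound 5 h at ambient temperature. Total fluorescence (555/632 nm) calculated as parallel + 2 × perpendicular.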
RECQ1 helicase = inhibitors of human RECQ1 DNA helicase; RECQ1 DNA unwinding, red fluorescence kinetic read; 240,000 tested, 0.54% active; AID 2549; Potency, µM (series often up to 57.3 µM), for inactives: top-dose activity, negative = inhibition, most hits filed as inhibitors;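 also: plate controls were vehicle for no effect and no enzyme for full effect; nearly all actives have a fitted effect of over 30% in size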
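50 nM RECQ1T1 preincubated 15 min with compound in Tris pH 8.0 buffer with MgCl2, DTT, Tween-20 and 2.5 ug/ml poly(dI-dC); started with 200 nM TAMRA/BHQ-2 forked duplex and 2 mM ATP. Unwinding read as fluorescence (525/598 nm), two reads 2 h apart.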
GAA glycogen = GAA glycogen-cleavage inhibition or activation | recombinant GAA, glycogen substrate, Amplex Red glucose oxidase fluorescence | P10253 | Potency, µM (series often up to 76.4 µM), for inactives: at the top dose activity change, negative = inhibition, actives largely listed as inhibitors | 300,000 tested, 0.38% active;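 also: 0% = full enzyme reaction and -100% = no-enzyme basal signal; the screen sought inhibitors and activators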
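Recombinant enzyme (4 nM final) with compounds titrated up to 77 uM and bovine liver glycogen (30 ug) in citrate pH 5.0, 0.01% Tween-20, 37 C 40 min. Released glucose detected by Amplex Red/glucose oxidase (Ex 573/Em 610); AC50 from Hill fits.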
L3MBTL1 inh = inhibitors of human L3MBTL1. Potency, µM (titrated, usually from 57.1 µM), without a hit: at the top dose activity, negative = inhibition, hits mostly inhibitors. AlphaScreen L3MBTL1–H3K9me1 peptide binding. Q9Y468. AID 485360. 230,000 tested, 0.66% active; also: nearly all actives have a fitted effect of over 60% in size
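AlphaScreen assay: L3MBTL1 (50 nM final) was preincubated 30 min at room temperature with biotinylated H3(1-15)K9me1 peptide (75 nM final), then 30 min with library compounds; streptavidin donor and nickel chelate acceptor beads (10 ug/mL final) added, 30 min dark.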
GAA inh = inhibitors of human lysosomal alpha-glucosidase | 200,000 tested, 0.005% active | purified human GAA, 4-MU-alpha-glucoside fluorescence | Potency, µM (titrated, usually from 76.9 µM), inactives show at the highest dose activity change, negative = inhibition, hits mostly inhibitors;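 also: plate controls were uninhibited enzyme wells for no effect and no-enzyme background for full effect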
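Endpoint fluorogenic read: 20 min room-temperature reaction of 4 nM human alpha-glucosidase with 400 uM 4-methylumbelliferyl-alpha-D-pyranoside, pH 5.0, quenched with 1M NaOH/1M glycine pH 10. AC50 from Hill modeling.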
RGS12 GoLoco inh = inhibitors of human Gai1-RGS12 GoLoco interaction (red fluorophore). Gai1:RGS12 GoLoco peptide FP, rhodamine, 10 min. Potency, µM (top dose mostly 61.6 µM), without a hit: top-dose activity, negative = inhibition, usual class: inhibitors. 230,000 tested, 0.44% active; active = well fitted inhibition curve with a large enough effect, not every such curve was filed as active; inactive = no such curve, though single readings can be large or run the other way; also: nearly all actives have a fitted effect of over 30% in size; many of its hits are not listed in these tables
Target sequence (P63096 whole entry, looked up): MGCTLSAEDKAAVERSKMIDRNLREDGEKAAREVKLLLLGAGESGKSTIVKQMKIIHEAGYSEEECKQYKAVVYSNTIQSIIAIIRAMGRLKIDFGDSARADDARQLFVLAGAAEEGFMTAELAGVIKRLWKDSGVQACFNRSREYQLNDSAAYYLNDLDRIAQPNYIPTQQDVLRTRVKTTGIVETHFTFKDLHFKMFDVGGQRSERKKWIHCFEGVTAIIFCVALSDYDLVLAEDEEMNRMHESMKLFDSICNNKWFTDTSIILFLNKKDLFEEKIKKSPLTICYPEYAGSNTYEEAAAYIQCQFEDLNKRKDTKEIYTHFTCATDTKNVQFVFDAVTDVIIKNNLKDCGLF
GAA spleen mod = inhibits or activates alpha-glucosidase in human spleen homogenate; P10253; human spleen homogenate, 4-MU-alpha-glucoside fluorescence; Potency, µM (highest dose often 79.9 µM), inactives show at the top dose activity change, negative = inhibition, hits mostly inhibitors; 240,000 tested, 0.006% active; AID 2112;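 also: 0% = enzyme with vehicle and -100% = no enzyme basal signal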
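Enzyme source: human spleen homogenate, 1 ug/well. Buffer 50 mM citric acid/K phosphate pH 5.0, 0.01% Tween-20. 4-MU-alpha-glucoside 1 mM; 37 C x 40 min; NaOH/glycine stop; fluorescence.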
Active calls of the source: *; i = inactive; ? = inconclusive; / = not tested or not shown; & = joins results of further samples; [ ] = dose if it differs, or a comment. Unless noted, calls follow the shape of the dose curve; as a rule, active = well fitted curve in the direction sought with a large enough effect; inconclusive = small, poorly fitted or top-dose-only effect, or another doubt; inactive = no such curve, though single readings can be large; an effect the other way counts as inactive or inconclusive. Unless noted, % is scaled to controls: 0 for no effect and ±100 for the full control effect; potency is read from the fitted curve at half-maximal effect. Not all compounds are listed, so the mix of outcomes need not match the whole.

SMILES	TRb SRC2 PPI	TR SRC2 fluor cs	RECQ1 helicase	GAA glycogen	L3MBTL1 inh	GAA inh	RGS12 GoLoco inh	GAA spleen mod
O=C(NNC(=O)c1ccc2c(c1)OCO2)NC1CCCCC1	-13%	0%	-13%	-8%	8%	2%	7%	6%
CCCC1(C(=O)OCC)NC(c2ccc(N(C)C)cc2)C2C(=O)N(c3ccc4c(c3)OCCO4)C(=O)C21 (centres undefined)	-5%	-1%	-3%	?	-17%	3%	-9%	-4%
NS(=O)(=O)c1ccc(CNS(=O)(=O)c2cccc3nonc23)cc1	4%	-2%	-3%	0%	/	/	12%	-1%
CCOC(=O)c1c(C)[nH]c(C)c1C(=O)CSc1ncccn1	2%	-4%	0%	6%	/	1%	1%	-1%
COC(=O)c1sc(=S)n(-c2ccc(Cl)cc2)c1C	-4%	-1%	4%	-15%	/	-11%	-1%	4%
O=[N+]([O-])c1cc(S(=O)(=O)Nc2ccccc2)ccc1NCc1cccnc1	-6%	5%	-6%	-6%	-5%	-7%	3%	-2%
CCC(C)NC(=O)CCCCCn1c(=O)[nH]c2cc(OC)c(OC)cc2c1=O (centres undefined)	-2%	0%	i	4%	6%	5%	-1%	-1%
C=C1CCN([C@@H](C)C(=O)NCc2ccc(Cl)cc2)S(=O)(=O)c2ccccc21	8%	-4%	i	-4%	/	/	4%	2%
CCOC(=O)C1=C(CSc2nc3c(cc2C#N)CN(C)CC3)OC(N)=C(C#N)C1c1ccc(Cl)cc1 (centres undefined)	-4%	6%	-23%	-8%	-17%	?	55%[activator]	-12%
O=C1/C(=C/c2ccccc2)SC(=S)N1C1CCS(=O)(=O)C1 (centres undefined)	6%	7%	-2%	0%	6%	/	14%	-2%
COc1ccc(N2C(=O)c3ccccc3S2(=O)=O)cc1	-7%	-1%	i	3%	/	/	-6%	2%
COc1ccc2c(c1)C(=O)N(c1ccccc1C)C(=O)C2(C)C	-3%	2%	-7%	4%	8%	2%	-1%	2%
COc1ccc(OCC(=O)OCCNC(=O)c2cccnc2)cc1	1%	-2%	-3%	14%	9%	-10%	-12%	-3%
CNCc1c(OCc2ccccc2F)ccc2ccccc12	7%	1%	3%	-11%	2%	-2%	-3%	-10%
COc1ccccc1-n1c(SCC(=O)N2CCCC2)nc2cccnc21	-21%	-2%	i	?	26%	0%	-15%	4%
NS(=O)(=O)c1cc2c(cc1Cl)N[C@@H](CC1CCCC1)NS2(=O)=O	5%[53 µM]	-2%[53 µM]	-6%[25.9 µM]	/	/	/	10%[21.6 µM]	6%[29.1 µM]
COc1cccc(/C=C/C(=O)Nc2ccc3nc4n(c(=O)c3c2)CCCC4)c1OC	-3%	-5%	-7%	4%	/	0%	9%	-1%
Cc1nnc(N/N=C/c2ccc(O)c([N+](=O)[O-])c2)[nH]c1=O	1%	0%	-7%	4%	-15%	-16%	10%	-1%
CCOC(=O)c1sc(NC(=O)CSc2nc(-c3ccco3)cc(C(F)(F)F)n2)c(C#N)c1C	3%	3%	0%	2%	-1%	5%	8%	4%
FC(F)(F)c1nnc(-c2ccccc2)nc1Sc1ccccc1	-2%	-3%	-4%	-6%	-6%	-7%	-1%	-21%
COc1ccc(CNc2nc3nc(-c4ccccc4)cc(=O)n3[nH]2)cc1OC	2%	-7%	i	-3%	2%	5%	3%	2%
CCOC(=O)CN=C/C(C(=O)Nc1nccs1)=C(/C)O	3%	2%	19%	10%	-4%	2%	45%[activator]	2%
O=C(O)c1ccc(Cl)c(S(=O)(=O)Nc2cccc(C(=O)Nc3cccc(C(F)(F)F)c3)c2)c1	1%	-4%	30%	14%	-14%	-2%	30%[activator]	6%
CCS(=O)(=O)Nc1ccc2c(c1)N(C(C)=O)c1ccccc1CC2	-9%	-5%	i	2%	/	9%	6%	-6%
COc1ccc(NC(=O)CN(c2ccc(C)cc2)S(C)(=O)=O)c(OC)c1	0%	-8%	i	-1%	-7%	-7%	-9%	1%
CN(C)C(=O)c1ccc(-c2nccc(NCc3cccnc3)n2)cc1	-2%	-2%	-10%	/	/	/	4%	-2%
CCC(C)(c1nnnn1-c1c(C)cccc1C)N(N=O)c1ccccc1Cl (centres undefined)	5%	7%	-10%	-6%	-7%	?	7%	-8%
CC(=O)Nc1c(C(=O)N2CCN(c3ccccn3)CC2)cnn1-c1ccc(C)cc1	2%	-3%	9%	3%	-10%	?	9%	0%
COc1cccc(/C=N\NC(=O)c2sc(N)nc2C)c1OC	-8%	-2%	-6%	5%	/	-7%	2%	-4%
CC(C)[C@H](CO)Nc1nc(Nc2ccc(Cl)c(C(=O)O)c2)c2ncn(C(C)C)c2n1	-3%	-2%	-8%	-1%	/	/	3%	-3%
CCCN(CC1CC1)c1nc(C)nc(Nc2c(Cl)cc(Cl)cc2Cl)c1Cl	5%&-3%	6%&1%	-5%&-11%	/	/	/	5%&1%	-2%&6%
NNC(=O)CS(=O)(=O)c1ccc(Cl)cc1	1%	-4%	i	2%	14%	-8%	12%	5%
O=C(O)c1cnc(-c2ccccc2)nc1Oc1ccccc1	1%	-4%	-2%	5%	/	3%	6%	-1%
O=C(CSc1nnc(-c2c[nH]c3ccccc23)o1)c1ccccc1	5%	-4%	-13%	1%	10%	-15%	6%	-8%
CCOCCCNCc1ccc(OC)cc1	1%	-1%	-6%	12%	/	-2%	3%	0%
CCNc1ccc(S(=O)(=O)N(C)C)cc1NCC(=O)Nc1ccccc1F	5%	1%	-13%	?	-6%	?	7%	-1%
O=C1CC(N2CCC(C(=O)N3CCCCC3)CC2)C(=O)N1 (centres undefined)	-1%	0%	-3%	3%	6%	8%	-20%	3%
CC(=O)c1csc(Nc2ccccc2Cl)n1	-5%	0%	9%	4%	8%	-7%	7%	-6%
Cc1ccc(CN2CCC(CO)(CC3CCCCO3)CC2)o1 (centres undefined)	3%	-7%	-11%	-9%	-4%	7%	10%	-16%
COc1ccc(-c2nc(CS(=O)(=O)CC(=O)Nc3ccc(Cl)cc3)c(C)o2)cc1	-1%	-1%	3%	-2%	-8%	3%	59%[activator]	-3%
O=C(c1cccc(F)c1)N(Cc1nc2ccccc2c(=O)[nH]1)C1CCCC1	3%	-5%	0%	4%	-9%	-12%	14%	0%
CCSc1nnc(NC(=O)C2CC=CCC2C(=O)O)s1 (centres undefined)	5%	0%	1%	-5%	?	-4%	2%	3%
O=C(Nc1cccc(F)c1)c1ccc(CSc2ccccc2)o1	8%	1%	-4%	0%	35%[activator]	1%	0%	4%
Cc1ccc(CSc2nnc(C)c(=O)[nH]2)cc1	-6%	0%	-2%	4%	/	0%	8%	2%
O=C(c1cccc(S(=O)(=O)NCCOc2ccccc2)c1)N1CCN(c2ncccn2)CC1	-2%	-8%	1%	-2%	-6%	-1%	-3%	-15%
Cc1oc(-c2ccccc2)nc1C(=O)OCC(=O)NC(=O)NCC(C)C	-4%	-1%	3%	-3%	-3%	2%	14%	-6%
CC1(C)C(=O)Nc2ccccc2N1C(=O)COC(=O)C12CC3CC(CC(O)(C3)C1)C2	1%	-3%	-7%	0%	?	-3%	13%	-6%
O=C1c2ccccc2C(O)(c2ccccc2)N1c1ccncc1 (centres undefined)	3%	-1%	16%	4%	/	/	0%	-1%
CCOC(=O)CSc1nc2cc3c(cc2cc1C)OCO3	8%	-5%	-16%	-6%	3%	?	8%	-3%
Cc1cc(C)n2nc(C(=O)N/N=C/c3cccs3)nc2n1	-3%	-1%	1%	-7%	?	?	-1%	-9%
Cc1ccc(N2C(=S)NC3c4cc(Cl)ccc4OC2(C)C3C(=O)N(C)C)cc1 (centres undefined)	-4%	-3%	i	-6%	/	-1%	3%	3%
CCN(CC)S(=O)(=O)c1ccc(C(=O)OCC(=O)N2CCN(C(=O)c3ccco3)CC2)cc1	5%	-2%	i	3%	3%	-5%	2%	-8%
CCC1CCCN1Cn1cnc2c([nH]c3ccc(C)cc32)c1=O (centres undefined)	-5%	-6%	-3%	2%	28%	?	-10%	-3%
CC1CCCN(C(=O)CCS(=O)(=O)Cc2ccccc2)C1 (centres undefined)	4%	0%	16%	-17%	/	3%	-6%	-2%
CCC1NC(=S)NC(C)=C1C(=O)c1ccccc1 (centres undefined)	-1%	1%	0%	0%	/	3%	-10%	3%
CC1CCC2C(=O)N3C(CCC(C)[C@@H]3c3cccc(N4CCOCC4)c3)C(=O)N2C1c1cccc(Br)c1 (some centres undefined)	-3%[11.2 µM]	-2%[11.2 µM]	i[11.5 µM]	/	/	/	/	-5%[17.4 µM]
N#CC1=C(N)N(c2ccccc2)C(c2ccco2)C1(C#N)C#N (centres undefined)	1%	-3%	-16%	?	-11%	?	4%	-6%
CCCC(=O)Nc1c2c(nn1-c1ccc(C)cc1C)CSC2	-3%	3%	-13%	-1%	-4%	-5%	-4%	0%

Arranged by SMILES length (rising): part of the list above.
SMILES	TRb SRC2 PPI	TR SRC2 fluor cs	RECQ1 helicase	GAA glycogen	L3MBTL1 inh	GAA inh	RGS12 GoLoco inh	GAA spleen mod
CC1CCCN(C(=O)CCS(=O)(=O)Cc2ccccc2)C1 (centres undefined)	4%	0%	16%	-17%	/	3%	-6%	-2%
CCC1CCCN1Cn1cnc2c([nH]c3ccc(C)cc32)c1=O (centres undefined)	-5%	-6%	-3%	2%	28%	?	-10%	-3%
N#CC1=C(N)N(c2ccccc2)C(c2ccco2)C1(C#N)C#N (centres undefined)	1%	-3%	-16%	?	-11%	?	4%	-6%

High-throughput results deposited in PubChem BioAssay by National Center for Advancing Translational Sciences (NCATS).
